Compound activity as filed in PubChem.
AHR activator = human AHR activation | activation, % at 5 µM | AHR-responsive luciferase reporter cells, luminescence | 320,000 compounds, 2.5% hits | AID 2796 | P35869; in the data active = activation above about 47%;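 also: 0% = vehicle wells and 100% = reference agonist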
CR mimetic SO = yeast age-related superoxide inhibition as caloric restriction mimetic; S. cerevisiae aged cells, superoxide DHE fluorescence; stronger effect = lower value; superoxide response (% of plate mean), % at 10 µM; 330,000 compounds, 0.18% hits; AID 2690;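 active = superoxide response under a set limit, about three screen SD below normal, cut at about 65% in these data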;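 also: yeast aged for seven days with compound at 30 °C before DHE staining; 100% = average MFI of all compound-treated wells on the plate with controls excluded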
LAP4-GFP MLPCN = modulators of TOR pathway LAP4-GFP in S. cerevisiae | 320,000 compounds, 0.34% hits | S. cerevisiae LAP4-GFP multiplex, flow cytometry GFP, 3 h; median GFP as percent of DMSO wells | GFP response vs DMSO, % at 10 µM;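 active = GFP response vs DMSO above a set limit, about the screen mean plus 3 SD, cut at about 150% in these data; inconclusive = under 70 cell events counted for the yeast strain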
RPL19A-GFP yeast = alters RPL19A-GFP fluorescence in TOR pathway yeast screen. percent response vs DMSO, % at 10 µM. 330,000 compounds, 0.3% hits. S. cerevisiae RPL19A-GFP strain, flow cytometry, 3 h; stronger effect = lower value. AID 2025;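 active = percent response vs DMSO below 50%; inconclusive = fewer than 70 events counted for the yeast strain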;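 also: median channel GFP fluorescence of the barcoded RPL19A-GFP strain; ratio of sample median GFP to plate DMSO average so 100% = DMSO; lower means less RPL19A-GFP as with rapamycin TOR inhibition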
proCasp7 act = counter-screen for procaspase-3 activators: activators of human procaspase-7. P55210. recombinant procaspase-7, Ac-DEVD-pNA absorbance 405 nm; D23A/D198A/D206A triple mutant, cannot self-cleave; scale: DMSO 0, 5 µM enzyme 100. AID 463210. 330,000 compounds, 0.093% hits. activation, % at 8.5 µM;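 active = percent activation above the screen-wide mean plus 3 SD, cut at about 25% in these data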
Target sequence (P55210 whole entry D23A/D198A/D206A): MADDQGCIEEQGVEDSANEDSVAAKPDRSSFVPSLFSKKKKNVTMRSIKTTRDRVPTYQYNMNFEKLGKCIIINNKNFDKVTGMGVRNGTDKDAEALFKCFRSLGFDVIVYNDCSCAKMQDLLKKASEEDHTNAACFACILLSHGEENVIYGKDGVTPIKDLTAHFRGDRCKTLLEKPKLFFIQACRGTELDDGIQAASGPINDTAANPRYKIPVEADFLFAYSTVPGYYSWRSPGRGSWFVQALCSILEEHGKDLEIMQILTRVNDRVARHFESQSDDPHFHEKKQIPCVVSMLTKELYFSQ
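Assay system – Uncleavable procaspase-7 mutant enzyme · Quantity – 2 µM procaspase-7 mutant as dispensed · Times – 1 h preincubation, 2 h reaction · Dosing – single nominal 8.5 µM compound dose, 0.8% DMSO final · Buffer or medium – Zinc-free 50 mM HEPES buffer, pH 7.4, with NaCl and Triton X-100 · Detection – Epi-absorbance of released pNA at 405 nm, two timepoints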
procasp3 activ = activators of human procaspase-3; P42574; recombinant procaspase-3 D3A, Ac-DEVD-pNA absorbance 405 nm; activation, % at 8.5 µM; 330,000 compounds, 0.11% hits; AID 463141;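 active = activation above the mean of all tested compounds plus 3 SD, cut at about 21% in these data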;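 also: 0% = DMSO alone and 100% = DMSO wells spiked with extra 5 µM PC-3 D3A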
Target sequence (P42574 whole entry D9A/D28A/D175A): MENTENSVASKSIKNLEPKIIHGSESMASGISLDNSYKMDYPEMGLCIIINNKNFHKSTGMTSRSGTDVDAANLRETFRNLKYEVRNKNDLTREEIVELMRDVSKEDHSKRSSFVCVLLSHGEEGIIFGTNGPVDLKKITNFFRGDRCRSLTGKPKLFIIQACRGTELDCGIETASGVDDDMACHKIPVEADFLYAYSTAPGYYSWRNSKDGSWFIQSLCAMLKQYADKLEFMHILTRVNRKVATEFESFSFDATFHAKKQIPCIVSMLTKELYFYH
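Test system: Procaspase-3 D3A mutant; medium: Zinc-free HEPES/NaCl buffer with 0.01% Triton X-100 at pH 7.4; reagent: DEVD-pNA substrate; doses: one concentration, 8.5 µM nominal, 0.8% DMSO; times: 1 h preincubation plus 2 h reaction at 25 °C; signal: Epi-absorbance at 405 nm of released p-nitroaniline, 0 and 120 min; replicates: singlicate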
JMJD2C inh = blocks human GASC-1 demethylase activity. AID 2099. Q9H3R0. inhibition, % at 2.35 µM. GST-JMJD2C(1-420) H3K9me3 demethylation, DELFIA europium. 330,000 compounds, 0.069% hits;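 active = more than half of a compound's replicate wells show inhibition beyond 50%, single wells judged on their own value; inconclusive = some, but no more than half, of replicates pass 50% inhibition; inactive = no replicate passes 50% inhibition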;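 also: signal counts dimethyl H3K9 product captured on neutravidin plate; 0% = median of DMSO wells and 100% = 0.3 times that DMSO median; strong numbers were not always called active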
Target sequence (Q9H3R0 1-420 limits assumed): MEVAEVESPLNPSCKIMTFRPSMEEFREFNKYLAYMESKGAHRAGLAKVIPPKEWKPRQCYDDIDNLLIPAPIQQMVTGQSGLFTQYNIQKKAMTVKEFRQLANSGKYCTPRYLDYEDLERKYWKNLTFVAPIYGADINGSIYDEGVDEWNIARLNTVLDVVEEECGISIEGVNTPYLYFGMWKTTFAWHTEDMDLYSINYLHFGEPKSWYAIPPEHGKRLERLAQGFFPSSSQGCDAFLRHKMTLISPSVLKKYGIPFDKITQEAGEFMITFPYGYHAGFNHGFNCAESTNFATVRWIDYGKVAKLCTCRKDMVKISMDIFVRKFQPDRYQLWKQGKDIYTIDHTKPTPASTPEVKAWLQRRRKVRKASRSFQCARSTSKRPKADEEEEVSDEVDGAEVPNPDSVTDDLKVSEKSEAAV
MEP2 TOR yeast = modulators of TOR pathway MEP2-GFP in S. cerevisiae | S. cerevisiae MEP2-GFP strain, flow cytometry GFP, 3 h; 100% = DMSO control level | GFP response vs DMSO, % at 10 µM | 330,000 compounds, 0.51% hits | AID 2016;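 active = GFP response versus DMSO above a set limit, roughly screen mean plus 3 SD, cut at about 180% in these data; inconclusive = fewer than 70 cells counted for a yeast strain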;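 also: median GFP fluorescence of the barcode-gated MEP2-GFP cells per well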
Numbers without * were called inactive; i = inactive; ? = inconclusive; nt = no result given; & = joins results of further samples.

SMILES	AHR activator	CR mimetic SO	LAP4-GFP MLPCN	RPL19A-GFP yeast	proCasp7 act	procasp3 activ	JMJD2C inh	MEP2 TOR yeast
CCC1C2Cn3c(nc4ccccc43)C1N(C)O2 (stereo not given)	5	93	120	93	8	-6	i	92
CC(C)C12CN3CCN(CC(C3)/C1=N\O)C2	-2	111	109	104	16	1	5	105
Cc1nn(Cc2ccccc2)c(C)c1C(=O)OCC(=O)NC1CCS(=O)(=O)C1 (stereo not given)	0	96	92	109	-8	6	9	105
COC(=O)C1=C(c2ccc(OCc3ccccc3)cc2)C[C@@H]2CC[C@H]1N2C(=O)NCc1ccc(OC)c(OC)c1	-1	96	89	91	-2	-1	8	81
COc1cccc(CCNCc2c(F)cccc2F)c1	-3	99	110	107	-2	0	2	102
CN(C)CCN=Cc1c(O)n(Cc2ccco2)c(=O)[nH]c1=O	2	107	105	106	1	4	-10	106
O=C(N/N=C/C1C(=O)NC(=S)N(c2ccccc2)C1=O)c1cc(Br)c(O)c(Br)c1 (stereo not given)	0	104	96	97	-14	-15	6	98
C/C(O)=C(\C#N)C(=O)Nc1cc(Br)ccc1Br	-2	102	96	98	9	2	5	100
CCC(C)n1c(O)c(C=NCCc2ccccc2)c(=O)[nH]c1=S (stereo not given)	-2	84	108	94	1	5	4	95
Cc1cccc(-n2c(-c3ccccc3)nc3ccccc3c2=O)n1	0	96	106	97	-6	8	6	94
CCCCn1c(O)c(/C=N/N2CCOCC2)c(=O)[nH]c1=S	2	97	116	101	-5	-10	5	105
Cc1nonc1-c1nc(-c2nonc2N)n[nH]1	4	103	98	102	-3	2	9	102
C=CCn1c(O)c(C(C)=Nc2ccc(NC(C)=O)cc2)c(=O)[nH]c1=O	3	96	101	97	7	1	0	104
CSC1=NP(=S)(SC)N2CCCC2=C1C#N (stereo not given)	0	114	103	102	-3	-7	11	98
COC(=O)C1=C(c2c(C)noc2C)C[C@@H]2CC[C@H]1N2C(=O)NC(C)C	-2	108	103	93	4	-9	-3	94
CCCCn1c(=O)c(C(=O)Nc2ccccc2S(N)(=O)=O)c(O)c2ccccc21	1	81	100	100	4	4	6	102
OC1(c2ccc(F)cc2)CC2CCC(C1)N2Cc1nnnn1C1CCCCC1 (stereo not given)	0	95	107	102	9	-1	1	105
CC1(C)C2([N+](=O)[O-])CNCC1([N+](=O)[O-])CNC2	-1	117	103	102	1	-1	3	107
O=C(C1CCCN(S(=O)(=O)c2cccc3nsnc23)C1)N1CCC2(CC1)OCCO2 (stereo not given)	1	97	102	101	2	-2	nt	111
CCCCCn1c(=O)c(C(=O)NCc2ccccn2)c(O)c2ccccc21	-1	84	108	103	1	2	-9	104
NC(Cc1ccccc1)c1nc2ccccc2[nH]1 (stereo not given)	8	100	113	120	3	-7	2	113
Cc1cc(Cl)nc(N)n1	6	51*	91	105	7	1	-12	101
CCCN1CC[C@@H]2c3cc(O)ccc3CC[C@@H]21	1	105	113	101	8	3	19	96
CCOCCCNC(=O)CN1C2CCC1CC(O)(c1ccc(OC)cc1)C2 (stereo not given)	0	106	107	107	-3	7	6	107
CN(C)C1(CNC(=O)c2ccc(Cl)c(S(=O)(=O)NCc3ccco3)c2)CCCCC1	-2	99	104	101	5	1	3	103

Shown with values under each structure: part of the list above
Results follow in this order: AHR activator | CR mimetic SO | LAP4-GFP MLPCN | RPL19A-GFP yeast | proCasp7 act | procasp3 activ | JMJD2C inh | MEP2 TOR yeast
> CCC1C2Cn3c(nc4ccccc43)C1N(C)O2 (stereo not given)
 : 5 | 93 | 120 | 93 | 8 | -6 | i | 92
> CC(C)C12CN3CCN(CC(C3)/C1=N\O)C2
 : -2 | 111 | 109 | 104 | 16 | 1 | 5 | 105
> Cc1nn(Cc2ccccc2)c(C)c1C(=O)OCC(=O)NC1CCS(=O)(=O)C1 (stereo not given)
 : 0 | 96 | 92 | 109 | -8 | 6 | 9 | 105
> COC(=O)C1=C(c2ccc(OCc3ccccc3)cc2)C[C@@H]2CC[C@H]1N2C(=O)NCc1ccc(OC)c(OC)c1
 : -1 | 96 | 89 | 91 | -2 | -1 | 8 | 81
> COc1cccc(CCNCc2c(F)cccc2F)c1
 : -3 | 99 | 110 | 107 | -2 | 0 | 2 | 102
> CN(C)CCN=Cc1c(O)n(Cc2ccco2)c(=O)[nH]c1=O
 : 2 | 107 | 105 | 106 | 1 | 4 | -10 | 106
> O=C(N/N=C/C1C(=O)NC(=S)N(c2ccccc2)C1=O)c1cc(Br)c(O)c(Br)c1 (stereo not given)
 : 0 | 104 | 96 | 97 | -14 | -15 | 6 | 98
> C/C(O)=C(\C#N)C(=O)Nc1cc(Br)ccc1Br
 : -2 | 102 | 96 | 98 | 9 | 2 | 5 | 100
> CCC(C)n1c(O)c(C=NCCc2ccccc2)c(=O)[nH]c1=S (stereo not given)
 : -2 | 84 | 108 | 94 | 1 | 5 | 4 | 95
> Cc1cccc(-n2c(-c3ccccc3)nc3ccccc3c2=O)n1
 : 0 | 96 | 106 | 97 | -6 | 8 | 6 | 94
> CCCCn1c(O)c(/C=N/N2CCOCC2)c(=O)[nH]c1=S
 : 2 | 97 | 116 | 101 | -5 | -10 | 5 | 105
> Cc1nonc1-c1nc(-c2nonc2N)n[nH]1
 : 4 | 103 | 98 | 102 | -3 | 2 | 9 | 102
> C=CCn1c(O)c(C(C)=Nc2ccc(NC(C)=O)cc2)c(=O)[nH]c1=O
 : 3 | 96 | 101 | 97 | 7 | 1 | 0 | 104

Next section:
SMILES	AHR activator	CR mimetic SO	LAP4-GFP MLPCN	RPL19A-GFP yeast	proCasp7 act	procasp3 activ	JMJD2C inh	MEP2 TOR yeast
CCOC(=O)c1ccc(N2C(=O)CC(N3CCC(C#N)(c4ccccc4)CC3)C2=O)cc1 (stereo not given)	0	91	90	99	-2	-17	14	96
Cc1c(C=O)c2ccccc2n1Cc1ccccc1	-3	105	92	102	-3	3	21	100
O=C(COc1ccc2ccc(=O)oc2c1)N1CCC(C(=O)O)(c2ccccc2)CC1	0	102	108	99	-5	4	2	96
CCOP(=S)(OCC)Oc1nc(Cl)c(Cl)cc1Cl	5	118	96	103	-8	-17	15	97
CCc1cccc(C)c1NC(=S)N1CC2CC(C1)c1cccc(=O)n1C2 (stereo not given)	6	100	87	101	6	-9	-7	100
CN1CCC(N(C)Cc2cccnc2)CC1	0	96	92	95	2	3	10	101
Fc1ccc(C(OCCN2CCCC2)c2ccc(F)cc2)cc1	-4	95	88	99	9	7	2	93
Cc1ccsc1C(=O)C1CCCN(Cc2cn(C)nc2C)C1 (stereo not given)	0	105	?	?	-2	2	2	?
Cc1cc(=O)oc2c(C)c(OCC(=O)N3CCC(C(=O)O)(c4ccccc4)CC3)ccc12	-1	101	104	96	-3	9	0	98
C[C@]12CCC(=O)C=C1CC[C@@H]1[C@@H]2CC[C@]2(C)C(=O)CC[C@@H]12	-4	84	100	95	-3	1	7	92
Oc1ccccc1C1NCc2ccccc2-n2cccc21 (stereo not given)	0	105	97	98	11	8	4	96
CN1CCN(Cc2cc3c(cc2[N+](=O)[O-])OCO3)CC1	0	104	92	103	-5	-9	5	106
C=Cn1ccnc1P(=S)(c1c(C)nn(-c2ccccc2)c1C)c1nccn1C=C	4	95	93	95	4	-6	2&5	95
Cc1cccc(NC2=NCCCS2)c1	-1	94	110	105	-6	-1	-1	100
O=S(=O)(c1ccc(Cl)cc1)N1CC1c1ccccc1 (stereo not given)	-3	104	94	100	4	10	0	102
CCCCCn1c(=O)c(C(=O)NCc2ccccc2)c(O)c2ccccc21	1	104	95	96	0	7	38	96
Cc1ccc(N2C(=O)NC(=O)/C(=C/C=C/c3ccco3)C2=O)cc1	4	97	94	100	-15	-20	6	92
Cc1ccc(-c2nc(CS(=O)CC(=O)N3CCC4(CC3)OCCO4)c(C)o2)cc1 (stereo not given)	3	93	101	97	0	5	-3	100
N#Cc1cc2c(nc1SCC(=O)Nc1cc(Cl)cc(Cl)c1)C1CCN2CC1	-5	92	94	97	10	10	-5	96
COC(=O)C(C)NC(=S)N1CC2C[C@@H](C1)Cn1c2cccc1=O (stereo not given in full)	0	84	107	102	-7	6	2	103
O=C(c1csc2c1CCCCC2)N1CCC2(CC1)OCCO2	3	90	107	98	3	8	-7	97
COC(=O)C1=C(c2ccc(Cl)c(C(F)(F)F)c2)C[C@@H]2CC[C@H]1N2C(=O)NC1CCCCC1	0	88	110	101	6	6	4	96
CCN1C[C@]2(COC)CC[C@H](O)[C@@]34C5C[C@H]6[C@H](O)C5[C@](O)(C[C@H]6OC)[C@@H]([C@H](OC)C23)[C@@H]14 (stereo not given in full)	-1	94	107	98	-2	10	0	108
COc1cccc(CC(=O)N2CCN(Cc3cccc(Cl)c3)CC2)c1	2	105	107	105	4	8	-8	111
O=C(c1ccc(N2CC3CC(C2)c2cccc(=O)n2C3)c([N+](=O)[O-])c1)N1CCCC1 (stereo not given)	1	96	101	108	1	7	-1	107

Next part
SMILES	AHR activator	CR mimetic SO	LAP4-GFP MLPCN	RPL19A-GFP yeast	proCasp7 act	procasp3 activ	JMJD2C inh	MEP2 TOR yeast
Cc1ccccc1-n1c(O)c(/C=N/N2CCOCC2)c(=O)[nH]c1=S	0	108	95	103	-6	-3	6	105
Cc1c(N=Cc2c(O)n(Cc3ccccc3)c(=O)[nH]c2=O)c(=O)n(-c2ccccc2)n1C	5	102	94	105	-11	4	-6	108
O=C(c1cccn2c(=O)c3ccccc3nc12)N1CCC2(CC1)OCCO2	5	124	103	100	-3	-3	-1	103
Cc1ccc2c(c1)C1CN(C)CCC1N2C(=O)c1cccs1 (stereo not given)	11	79	102	95	-2	-6	1	120
CCc1sc(C(=O)N2CCC3(CC2)OCCO3)cc1Br	3	95	100	92	-9	8	-28	94
CCN(CC)CCN1Cc2ccccc2C1=N	1	86	98	101	-2	-10	-6	100
CC(C)CCC1(CCc2ccncc2)C(=O)NC(=O)NC1=O	0	89	103	99	2	-3	-20	99
CN(C)c1ccc(P(=S)(N(C)C)N(C)C)cc1	4	83	110	88	-1	1	7	83
Cn1c(O)c(C(=O)c2ccccc2Cl)c(=O)n(C)c1=O	-3	134	102	97	0	4	-8	108
CC(C)NC(C)Cc1ccc(I)cc1 (stereo not given)	2	95	122	99	-10	2	nt	102
CCCCCCN=C(C)c1c(O)n(CCCC)c(=O)[nH]c1=O	1	89	91	90	-1	10	-1	96
O=c1[nH]c(=S)n(Cc2ccc(F)cc2)c(O)c1C=NCCCn1ccnc1	10	94	107	95	0	1	-10	98
O=C1CCCN1CC#CCN1CCCC1	-2	98	115	113	0	2	-36	108

This is a subset. The share of hits here may be higher or lower than overall.
